Epigenetic derep – regulators of epigenetic silencing causing reporter derepression in mouse cells | murine LDR cells, GFP reporter derepression, 30 h | Potency, µM (highest dose often 53.9 µM), without a hit: at the top dose GFP activation, most hits filed as activators | 280,000 compounds, 0.2% hits; also: potency is read from the fitted curve at half-maximal effect; % of control where 0% means no effect; nearly all actives have a fitted effect of over 60% in size
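Reporter derepression read as number of fluorescent GFP-positive objects, 20-120 um in size, counted by laser-scanning cytometer. Mouse LDR line with an epigenetically silenced CMV-GFP locus; compound incubation 30 h, 37 C.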
CBFb RUNX1 block – inhibitors of human CBF-beta and RUNX1 interaction. AlphaScreen CBFb-His/RUNX1-biotin binding, biochemical. Potency, µM (titrated, usually from 59.8 µM), for inactives: top-dose activity, negative = inhibition, most hits filed as inhibitors. 230,000 tested, under 10 active. AID 1477; also: % of control where 0% means no effect
Target sequence (Q01196 whole entry, looked up): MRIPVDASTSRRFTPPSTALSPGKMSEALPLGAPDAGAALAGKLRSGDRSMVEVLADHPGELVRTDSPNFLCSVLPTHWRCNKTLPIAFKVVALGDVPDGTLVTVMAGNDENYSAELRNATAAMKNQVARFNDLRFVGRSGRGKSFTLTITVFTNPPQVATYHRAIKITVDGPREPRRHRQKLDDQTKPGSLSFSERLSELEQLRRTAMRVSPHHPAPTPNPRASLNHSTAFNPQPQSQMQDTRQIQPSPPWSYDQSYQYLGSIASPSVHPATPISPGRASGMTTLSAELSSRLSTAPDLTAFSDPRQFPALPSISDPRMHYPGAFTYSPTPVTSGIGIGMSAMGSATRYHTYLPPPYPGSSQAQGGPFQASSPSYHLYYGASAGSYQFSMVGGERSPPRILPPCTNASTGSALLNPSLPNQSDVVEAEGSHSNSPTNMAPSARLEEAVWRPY
Target sequence (Q13951 whole entry, looked up): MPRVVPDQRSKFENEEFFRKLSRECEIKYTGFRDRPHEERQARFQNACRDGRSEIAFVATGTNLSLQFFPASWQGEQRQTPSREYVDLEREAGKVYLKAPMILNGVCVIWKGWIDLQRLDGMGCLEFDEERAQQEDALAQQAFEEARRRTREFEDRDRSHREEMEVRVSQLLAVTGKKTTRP
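CBF-beta (His) and RUNX1 (biotin), 30 nM each; 20 min preassociation; + compound, 15 min; + beads 50 ng each (Ni, streptavidin), 90 min; RT; AlphaScreen read.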
Luc counter – counter-screen: inhibitors of Kinase-Glo firefly luciferase. Q27757. Kinase-Glo luciferase, ATP luminescence, 8 min. Potency, µM (highest dose often 38.3 µM), inactives show top-dose activity change, negative = inhibition, usual class: inhibitors. 200,000 compounds, 0.28% hits. AID 1379; also: potency is read from the fitted curve at half-maximal effect; % is scaled to controls: 0 for no effect and ±100 for the full control effect; nearly all actives have a fitted effect of over 60% in size
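Kinase-Glo luciferase light output from ATP and luciferin was measured with 10 uM ATP, within the enzyme's linear range. Buffer: 50 mM imidazole pH 7.2, 50 mM KCl, 7 mM MgCl2, 0.01% Tween 20, 0.05% BSA; luminescence read after 8 min at ambient temperature.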
aGal spleen mod – inhibitors or activators of human alpha-galactosidase in spleen homogenate; P06280; human spleen homogenate, 4MU-alpha-Gal fluorescence, 40 min; Potency, µM (top dose mostly 80 µM), without a hit: at the highest dose activity change, negative = inhibition, actives largely listed as inhibitors; 240,000 compounds, 0.008% hits;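 also: potency is read from the fitted curve at half-maximal effect; 0% = enzyme with vehicle and -100% = no enzyme basal signal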
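Fluorogenic readout (Ex 365/Em 440 nm) of 4-methylumbelliferone released from 1 mM 4-MU-alpha-galactoside by spleen homogenate, 40 min at 37C, pH 5.0. Data normalized to no-enzyme and enzyme controls; Hill-equation AC50 from compound titrations.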
IMPase Li inh – membrane-permeable IMPase blocker, potentiated with lithium. AID 1457. CHO-M1 cells, IP1 TR-FRET (IP-One), carbachol + lithium. 210,000 compounds, 0.35% hits. Potency, µM (doses to about 59.4 µM), inactives show at the top dose activity, negative = IMPase inhibition, actives largely listed as inhibitors;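 also: IP1 builds up when IMPase is blocked and the TR-FRET signal falls; potency is read from the fitted curve at half-maximal effect; plate controls were basal vehicle for no effect and high inhibitor control for full effect; nearly all actives have a fitted effect of over 50% in size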
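Lithium-sensitised IP1 accumulation assay; M1-expressing CHO cells treated 30 min at 37C with compound. Competitive antibody detection by time-resolved FRET followed a 10 min room-temperature lysis step.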
Lamin A splicing – LMNA splicing modulation; 200,000 compounds, 0.01% hits; AID 1487; Potency, µM (series often up to 46.1 µM), inactives show top-dose ratio change, negative = inhibition, most hits filed as inhibitors; HeLa LMNA splicing GFP/RFP minigene ratio, 48 h; active = well fitted inhibition curve with a large enough effect in the signal ratio, with a control signal flat, not every such curve was filed as active; inconclusive = small, poorly fitted or top-dose-only effect, or effect the other way, or a change in a side signal; the % refers to the signal ratio; also: potency is read from the fitted curve at half-maximal effect; % is scaled to controls: 0 for no effect and ±100 for the full control effect
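Read-out is the ratio of GFP to DsRed2 object intensity, acquired by 488 nm laser-scanning cytometry on HeLa lamin A-EGFP minigene reporter cells. Compound incubation 48 hrs at 37 °C in Opti-MEM with 2% FBS; DMSO 0.5% final.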
NPSR antagonist – neuropeptide S receptor (human) antagonism, cAMP. Q6W5P4. CHO-NPSR cells, cAMP TR-FRET, antagonist mode. Potency, µM (series often up to 38.3 µM), for inactives: at the top dose activity change, negative = inhibition, hits mostly inhibitors. 220,000 compounds, 1% hits. AID 1461; also: potency is read from the fitted curve at half-maximal effect; % is scaled to controls: 0 for no effect and ±100 for the full control effect; nearly all actives have a fitted effect of over 50% in size; many of its hits are not listed in these tables
Target sequence (Q6W5P4 whole entry, looked up): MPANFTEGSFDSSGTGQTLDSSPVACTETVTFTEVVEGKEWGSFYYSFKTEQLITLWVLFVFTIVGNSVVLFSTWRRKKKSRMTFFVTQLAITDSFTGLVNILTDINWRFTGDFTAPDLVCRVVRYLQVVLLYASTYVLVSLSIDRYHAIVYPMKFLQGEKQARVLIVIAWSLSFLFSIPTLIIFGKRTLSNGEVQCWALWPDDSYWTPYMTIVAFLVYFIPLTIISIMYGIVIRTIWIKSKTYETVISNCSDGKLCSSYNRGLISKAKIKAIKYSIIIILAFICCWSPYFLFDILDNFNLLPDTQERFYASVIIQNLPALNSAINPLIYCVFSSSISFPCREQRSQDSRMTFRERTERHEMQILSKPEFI
* hit, by the source's call; ? = inconclusive; . = no result given; & = joins results of further samples; [ ] = another dose, or the depositor's remark. Unless noted, calls follow the shape of the dose curve; as a rule, active = well fitted curve in the direction sought with a large enough effect; inconclusive = small, poorly fitted or top-dose-only effect, or another doubt; inactive = no such curve, though single readings can be large; an effect the other way counts as inactive or inconclusive.

mol | Epigenetic derep | CBFb RUNX1 block | Luc counter | aGal spleen mod | IMPase Li inh | Lamin A splicing | NPSR antagonist
O=S(=O)(c1ccc(Cl)cc1)N1CCC(O)(c2cccnc2)CC1 | -3.1% | 8% | -1% | 7% | 22%[38.3 µM] | 3% | -3%[46.1 µM]
CCSc1nnc(NC(=O)Cc2ccc(OC)c(OC)c2)s1 | -1.2% | -1% | 0% | 0% | -16%[38.3 µM] | 3% | -5%[46.1 µM]
Cc1ccccc1CSCCNC(=O)c1ccc(N(C)S(=O)(=O)c2ccccc2)cc1 | -1.1% | 8% | -1% | 5% | 16%[38.3 µM] | 5% | -28%[46.1 µM]
O=C1c2oc3ccc(Cl)cc3c(=O)c2C(c2ccccn2)N1CCCN1CCOCC1 (centres undefined) | 0.0% | 7% | 4% | -1% | -10%[38.3 µM] | -10% | -10%[46.1 µM]
CCOc1ccccc1NC(=O)CSc1nccn1-c1ccccc1 | -4.8% | -19% | 1% | 11% | 29%[38.3 µM] | -13% | -19%[46.1 µM]
COc1cc(/C=C(\C#N)C(=O)NC2CCCCC2C)ccc1OS(=O)(=O)c1ccc(C)cc1 (centres undefined) | 3.4% | 0% | 1% | -9% | 16% | ? | ?
CCOC(=O)N1CCN(C(=O)c2ccc(Cl)c(S(=O)(=O)N3CCOCC3)c2)CC1 | 2.3% | -6% | 3% | 9% | -5%[38.3 µM] | 4% | -7%[46.1 µM]
Cc1ccc(NC2c3ncccc3C(=O)N2c2ccccc2C)cc1C (centres undefined) | -0.1% | -2% | -1% | 5% | 13%[38.3 µM] | 5% | -11%[46.1 µM]
CC(C)CNc1oc(-c2ccco2)nc1C#N | 1.0% | 3% | -2% | 1% | -1% | 1% | -9%[46.1 µM]
O=C(CSc1cccc2cccnc12)Nc1ccc(S(=O)(=O)N2CCOCC2)cc1 | 1.0% | -3% | . | 0% | . | . | ?
CCC(C)c1ccc(NC(=O)CSc2nncn2N)cc1 (centres undefined) | 0.0% | 5% | -1% | 6% | 14%[38.3 µM] | -10% | 1%[46.1 µM]
CN1CCN(C(=O)c2ccccc2-c2nc(-c3ccccc3)no2)CC1 | -0.7% | -7% | 1% | -8% | 6%[38.3 µM] | 3% | 2%[46.1 µM]

Copied from the list.
Epigenetic derep, O=C(CSc1cccc2cccnc12)Nc1ccc(S(=O)(=O)N2CCOCC2)cc1 = 1.0%
Luc counter, COc1cc(/C=C(\C#N)C(=O)NC2CCCCC2C)ccc1OS(=O)(=O)c1ccc(C)cc1 (centres undefined) = 1%
aGal spleen mod, CCOc1ccccc1NC(=O)CSc1nccn1-c1ccccc1 = 11%
aGal spleen mod, O=C1c2oc3ccc(Cl)cc3c(=O)c2C(c2ccccn2)N1CCCN1CCOCC1 (centres undefined) = -1%

Following part:
mol | Epigenetic derep | CBFb RUNX1 block | Luc counter | aGal spleen mod | IMPase Li inh | Lamin A splicing | NPSR antagonist
CC1CCc2sc(C(=O)N=Nc3c(O)[nH]c4ccccc34)cc2C1 (centres undefined) | 0.0% | -1% | -1% | 4% | -4% | -11% | -2%
Clc1ccc(-c2nnc(-c3ccc(Br)o3)o2)c(Cl)c1 | 1.4% | 5% | 8% | 4% | -13%[38.3 µM] | -7% | -14%[46.1 µM]
CCCN1C(=O)/C(=C/c2ccco2)SC1=Nc1ccc(OC)cc1 | -1.9% | ? | 6% | -9% | 10%[38.3 µM] | 8% | -34%[46.1 µM]
N#Cc1nc(COc2ccccc2)oc1N1CCN(c2cccc(Cl)c2)CC1 | 0.0% | 3% | 0% | 3% | 19%[38.3 µM] | 12% | -30%[46.1 µM]
COc1ccccc1C(c1nnnn1C(C)(C)C)N1CCN(Cc2ccccc2)CC1 (centres undefined) | 0.0% | 2% | -3% | 1% | 4% | -3% | -6%[46.1 µM]
CC(C)(C)N(NC(=O)Nc1ccccc1)C(=O)c1ccccc1Cl | -1.4% | -7% | -7% | 9% | 9%[38.3 µM] | 8% | -4%[46.1 µM]
COc1ccc2[nH]cc(CCNc3cc(-c4cccc(C#N)c4)ncn3)c2c1 | . | . | . | -26% | 4% | ? | .
CC/C(=N\NC(=S)Nc1ccc(OC)cc1)c1ccc(OC(F)F)cc1 | 3.9% | -5% | 0% | -4% | 5% | ? | -25%
O=C(c1ccc(N2C(=O)C3C4c5ccccc5C(c5ccccc54)C3C2=O)cc1)N1CCOCC1 (centres undefined) | -0.9% | -3% | 3% | 3% | -8% | ? | 9%
CCCCNC(=O)C1(NC(=O)Nc2ccccc2)CCCCC1 | 2.9% | 11% | 1% | 6% | 6% | -6%[46 µM] | -2%
Cc1cc(C)nc(NC(=O)Cc2ccc(Br)cc2)n1 | -1.5% | 14% | -2% | 5% | 11% | . | 6%
O=C1CCCN2N=C(SCC(=O)N3N=C(c4ccc(Br)cc4)CC3c3ccc(F)cc3)SC2=N1 (centres undefined) | -1.9% | -8% | -1% | -3% | 8% | . | -40%
CCc1nc(SCC(=O)N2c3ccccc3CC2C)c2c(C)c(C)sc2n1 (centres undefined) | -2.1% | 0% | 0% | -6% | 14%[38.3 µM] | ? | ?
Cc1ccc(-c2noc(CSc3ccccc3)n2)cc1 | -2.8% | ? | 9% | -2% | 40%[activator][38.3 µM] | -1% | -26%[46.1 µM]
CC(C)NC(=O)c1cc(-c2ccco2)nn1-c1ccc(Cl)cc1 | 0.0% | 0% | -2% | 3% | -6%[38.3 µM] | -6% | -28%[46.1 µM]
O=C(NNC(=O)c1ccncc1)c1ccncc1 | -0.3% | -1% | -1%[7.66 µM] | 6% | 7% | 13% | -11%[46.1 µM]
O=C(NC1=NCCS1)C12CC3CC(C1)CC(C(=O)NC1=NCCS1)(C3)C2 | -0.8% | 9% | 2% | -15% | 10%[38.3 µM] | 3% | -20%[46.1 µM]
Cc1ccc2c(c1)cc(CN(Cc1ccc3c(c1)OCO3)C(=O)c1ccccc1)c1nnnn12 | -1.1% | -1% | -1% | -6% | -17%[38.3 µM] | 24% | -5%[46.1 µM]
O=C(N/N=C/c1cccs1)c1ccc2nc[nH]c2c1 | -0.4% | -3% | -3% | 1% | -9% | . | 6%
COc1cccc(-c2nn(-c3ccccc3)cc2CN(C)C(C)c2ccncn2)c1 (centres undefined) | -0.5% | 10% | -2% | -9% | 9% | -3%[46 µM] | 29%
COC(=O)c1ccccc1NC(=O)CSc1nnc(C(CO)NC(=O)c2ccccc2Cl)n1C (centres undefined) | -0.9% | 3% | -2% | -5% | -7%[38.3 µM] | 4% | -8%[46.1 µM]
CCCCCc1nc2c(=O)[nH]c3ccccc3c2o1 | -1.2% | 1% | 2% | 1% | 0%[38.3 µM] | 9% | -8%[46.1 µM]
CC(C)COC(=O)C1[C@H]2C(=O)N(Cc3cccs3)C[C@]23C=C[C@H]1O3 (some centres undefined) | -7.0% | 11% | 0% | -2% | 12%[38.3 µM] | -14% | 23%[46.1 µM]
O=C(OC(C(=O)NCC1CCCO1)c1ccc(F)cc1)c1cccs1 (centres undefined) | 0.8% | 22% | 1% | -1% | -1% | -11% | -9%[46.1 µM]
COCCC(=O)Nc1ccc2c(c1)CN(C(=O)CCSC)CC2 | -0.2% | 4% | . | 3% | 3% | . | -14%
Cc1ccccc1NC(=O)N1c2ccccc2CC1C (centres undefined) | 6.9% | -2% | 3% | 3% | 4% | -16%[46 µM] | 6%
Cc1ccnc(NC(=O)C(C)N2C(=O)c3ccccc3C2=O)c1 (centres undefined) | 1.1% | 3% | 1% | 0% | 3% | . | 1%
CC(C)CCNC(=O)CCNS(=O)(=O)c1ccc(Cl)cc1 | -2.0% | -3% | 1% | 3% | -5% | -13% | 4%[46.1 µM]
C[C@@H](C(=O)O)[C@H]1C[C@]1(C)[C@H](NC(=O)OCc1ccccc1)c1ccccc1 | 4.6%&1.6% | -3%[2.36 µM] | 1%&-3% | 3%&-6% | 8%&1% | ? | 5%
CCOCC(=O)Nc1nc(-c2ccccc2)c(CC)s1 | 2.1% | -4% | 0% | -5% | 28%[38.3 µM] | -7% | -12%[46.1 µM]
CC(=O)CSc1ncnc2sc3c(c12)CCCC3 | 5.8% | 10% | -4% | 6% | 8% | 13%[46 µM] | 2%
CC1CN(C(=O)CCn2c(=O)oc3ccccc32)CC(C)O1 (centres undefined) | 0.0% | -3% | -7% | -6% | -5%[38.3 µM] | 2% | -15%[46.1 µM]
O=S(=O)(/N=C(/Nc1cc(N2CCOCC2)ncn1)c1ccc(F)cc1)c1ccccc1 | 0.0% | 0% | 4% | 3% | 0%[38.3 µM] | -7% | -15%[46.1 µM]
COc1ccc(C)cc1S(=O)(=O)Nc1cccc(SC)c1 | -1.0% | -6% | 4% | 6% | 16%[38.3 µM] | -4% | -16%[46.1 µM]
COc1ccc(OC)c(NC(=O)CNC(=O)Cn2cnc3ccccc3c2=O)c1 | 0.0% | 1% | 3% | 4% | 27%[38.3 µM] | -4% | -11%[46.1 µM]
CCOc1ccccc1OCCCC(=O)N1CCN(S(=O)(=O)c2ccc(C)cc2)CC1 | 3.2% | 3% | 1% | 6% | 0%[38.3 µM] | -14% | -15%[46.1 µM]
CCCc1cc(-c2ccc(O)c(OCC)c2)c(C#N)c(N)n1 | -0.1% | -1% | -1% | 3% | 37%[activator][38.3 µM] | -8% | -20%[46.1 µM]
Cc1nnc(SCC(=O)Nc2ccccc2F)n1Cc1ccco1 | -1.1% | 2% | . | 2% | . | . | 17%
Cc1ccc(/C=C/C(=O)OCC(=O)N2CC(=O)Nc3ccccc32)o1 | 4.4% | -6% | -5% | -7% | 3% | . | -6%
CCn1c(=O)n(CCc2ccccc2)c(=O)c2c3c(sc21)CCCC3 | -4.4% | -2% | -3% | -3% | -17%[38.3 µM] | 2% | ?
O=C(CNc1ccccc1)N/N=C/c1ccc2c(c1)OCO2 | 0.0% | 2% | 1% | 9% | 2% | 0% | 5%
O=C(O)c1cc(=O)[nH]c2c(Cl)cccc12 | 2.1% | 4% | 5% | 3% | 4% | ? | 11%

Complete entries, quoted from the list. Values in the order: Epigenetic derep | CBFb RUNX1 block | Luc counter | aGal spleen mod | IMPase Li inh | Lamin A splicing | NPSR antagonist
CCCc1cc(-c2ccc(O)c(OCC)c2)c(C#N)c(N)n1 reads -0.1% | -1% | -1% | 3% | 37%[activator][38.3 µM] | -8% | -20%[46.1 µM]
CCn1c(=O)n(CCc2ccccc2)c(=O)c2c3c(sc21)CCCC3 reads -4.4% | -2% | -3% | -3% | -17%[38.3 µM] | 2% | ?
O=C(O)c1cc(=O)[nH]c2c(Cl)cccc12 reads 2.1% | 4% | 5% | 3% | 4% | ? | 11%

Screening results from PubChem BioAssay.

The list is partial; rates above refer to the full screens.
